Assay outcomes deposited in PubChem BioAssay by Broad Institute.
DENV2 CPE rescue: DENV2-induced cell death inhibition | CPE inhibition, % at 9.99 µM | 1.7% of 350,000 active | AID 651640 | DENV2-infected cells, cytopathic effect rescue, plate reader; in the data active = CPE inhibition above about 20%, passing the limit was not always enough; tested in BHK-21 cells;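 also: 0% = median of neutral control wells and 100% = median of positive control wells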
SIRT5 block: sirtuin-5 (human) deacylase inhibition. 1.1% of 330,000 active. inhibition, % at 15 µM. Purified SirT5, succinyl-peptide AMC, trypsin-coupled fluorescence. Q9NXA8. AID 652115; in the data active = inhibition above about 15%
Target sequence (Q9NXA8 whole entry, looked up): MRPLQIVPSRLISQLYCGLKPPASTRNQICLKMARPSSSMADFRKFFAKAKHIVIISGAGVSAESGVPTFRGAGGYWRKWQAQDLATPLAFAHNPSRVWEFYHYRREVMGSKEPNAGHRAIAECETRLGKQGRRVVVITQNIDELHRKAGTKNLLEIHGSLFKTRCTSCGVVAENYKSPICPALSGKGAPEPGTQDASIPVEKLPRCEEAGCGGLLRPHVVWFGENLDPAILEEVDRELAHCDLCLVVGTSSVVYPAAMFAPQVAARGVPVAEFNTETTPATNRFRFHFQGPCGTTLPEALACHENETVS
LGR2 antag: blocks bursicon-induced cAMP signaling via Drosophila LGR2. HEK293 LGR2, CRE-luciferase, bursicon-stimulated, 4 h. 0.35% of 380,000 active. AID 720647. inhibition, % at 9.99 µM;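 active = drop in luminescence signal, shown as inhibition above about 50% in the replicate tests, limit read from the data, passing the limit was not always enough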;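 also: agonist challenge used bursicon conditioned medium at about half maximal strength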
PAX8 inh HTS: PAX8 transcriptional activity inhibition; RMG-I TPO-luciferase reporter, SteadyGlo, 24 h; inhibition, % at 12.6 µM; 1.2% of 360,000 active; AID 652154;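 active = mean replicate inhibition at least 60% with every replicate also reaching 60%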;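 also: luciferase light reporting Pax8 driven TPO promoter activity; plate controls were median of neutral control wells for no effect and mitoxantrone controls for full effect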
CASP6 VEID inh: inhibitors of human caspase-6 | AID 686996 | purified caspase-6, Z-VEID-R110 cleavage fluorescence | 0.53% of 350,000 active | inhibition, % at 12.5 µM | P55212;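 active = mean inhibition across replicates at least about 35%, with every replicate also reaching that limit, limit read from the data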;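 also: 0% = median of neutral control wells and 100% = no fluorescence left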
Target sequence (P55212 24-179 limits assumed): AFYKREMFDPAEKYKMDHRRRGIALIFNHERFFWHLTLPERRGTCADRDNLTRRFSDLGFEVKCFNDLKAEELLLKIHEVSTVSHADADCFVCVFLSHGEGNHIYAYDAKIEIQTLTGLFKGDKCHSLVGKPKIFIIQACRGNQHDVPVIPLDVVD
Target sequence (P55212 194-293 limits assumed): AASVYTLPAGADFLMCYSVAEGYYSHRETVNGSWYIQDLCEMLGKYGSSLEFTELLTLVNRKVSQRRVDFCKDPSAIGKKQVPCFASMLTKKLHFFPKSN
EWS-Fli block: inhibitors of EWS/Fli oncoprotein transcriptional activity; A673 NR0B1-luciferase reporter, viability-normalised; AID 651661; inhibition, % at 12.6 µM; 0.67% of 350,000 active;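 active = mean inhibition of at least 50% after viability correction, with every replicate also passing that limit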;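 also: firefly luciferase signal divided by Alamar Blue viability fluorescence both relative to DMSO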
ARNT-TACC3 inh: ARNT/TACC3 interaction disruption; Q9Y6A5; AlphaScreen His-ARNT PAS-B/GST-TACC3 binding, luminescence; TACC3 fragment carries E629A point mutation; inhibition, % at 9.99 µM; 0.66% of 390,000 active; AID 623870;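 active = mean inhibition of replicates at least 50% and at least half of replicates each reaching 50%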;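 also: 0% = complete ARNT plus TACC3 wells and 100% = ARNT alone without TACC3; many hits fall short of the cut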
The depositor's hits bear a star; / = no result given; & = joins results of further samples.

SMILES	DENV2 CPE rescue	SIRT5 block	LGR2 antag	PAX8 inh HTS	CASP6 VEID inh	EWS-Fli block	ARNT-TACC3 inh
COc1ccc2[nH]c(C)c(CCNC(=S)Nc3ccccc3OC)c2c1	2	0	-16	-6	3	-15	12
O=C1CC(Cc2ccccc2)C(=O)N1c1ncccn1 (stereo not given)	6	-3	12	-12	3	4	-3
CSc1ncccc1C(=O)OCC(=O)Nc1ccc(C)c(S(=O)(=O)N2CCOCC2)c1	0	/	/	-1	-3	4	-2
CC(C)c1cc(=O)[nH]c(N2CCN(Cc3ccc4c(c3)OCO4)CC2)n1	-3	-1	10	22	-1	1	-1
COc1ccc(/C=C2\CCCCC2=O)cc1	1	-2	-16	-31	-1	-47	-3
O=C1CC(c2ccc(Cl)cc2)Oc2ccc(Cl)cc21 (stereo not given)	-5	-2	18	2	1	-24	-1
C[C@@H]1CN([C@@H](C)CO)C(=O)c2cc(NS(=O)(=O)c3cccs3)ccc2O[C@@H](C)CCCCO[C@H]1CN(C)Cc1ccc(C(F)(F)F)cc1	0	15	41	84*	2	17	-2
CCOC(=O)c1c(NC(=S)Nc2ccc(Cl)cc2)sc2c1CCN(C)C2	-1	1	0	5	-13	11	/
Cc1ccc(N=C(NO)c2cnccc2C(F)(F)F)c(C)c1	12	-3	1	10	/	6	0
N#Cc1cccc(CN2CCCN(Cc3ccc(F)cc3)S2(=O)=O)c1	2	2	13	-6	-3	-1	0

Arranged by heavy-atom count (smallest number first): three of the compounds above.
SMILES	DENV2 CPE rescue	SIRT5 block	LGR2 antag	PAX8 inh HTS	CASP6 VEID inh	EWS-Fli block	ARNT-TACC3 inh
O=C1CC(c2ccc(Cl)cc2)Oc2ccc(Cl)cc21 (stereo not given)	-5	-2	18	2	1	-24	-1
N#Cc1cccc(CN2CCCN(Cc3ccc(F)cc3)S2(=O)=O)c1	2	2	13	-6	-3	-1	0
CCOC(=O)c1c(NC(=S)Nc2ccc(Cl)cc2)sc2c1CCN(C)C2	-1	1	0	5	-13	11	/

(continued)
SMILES	DENV2 CPE rescue	SIRT5 block	LGR2 antag	PAX8 inh HTS	CASP6 VEID inh	EWS-Fli block	ARNT-TACC3 inh
Cc1cc(NC(=O)CSCC(=O)Nc2ccc(C)c(C)c2)no1	-1	-1	-9	1	-2	-1	0
Cc1ccc(C)c(SCC(=O)Nc2ccc(S(=O)(=O)Nc3ncccn3)cc2)c1	10	2	17	-2	2	-2	26
NC(=O)c1nsc(C(=O)N(Cc2cccnc2)C(C(=O)NC2CCCC2)c2ccc(F)cc2)c1N (stereo not given)	11	0	-15	-70	1	2	6
Cc1ccc(S(=O)(=O)N2CCC(C(=O)OC(C)C(=O)N(C)c3ccccc3)CC2)cc1C (stereo not given)	-6	-1	-2	-2	4	4	0
O=C1NCCN(Cc2ccc(Cl)c(F)c2)C1CC(=O)N1CCCCO1 (stereo not given)	3	-2	8	-9	-1	-8	-15
CNS(=O)(=O)c1cc(N(C)S(=O)(=O)c2ccc(C)cc2)c(C)cc1C	-2	6	25	10	5	5	2
O=C1c2ccc([N+](=O)[O-])cc2C(=O)N1c1ccc(Cl)cn1	16	0	-6	-23	1	-3	-10
COc1ccccc1NC(=O)COC(=O)Cc1cccs1	-6	0	/	4	1	-3	-3
Cc1ccc(CNC(=O)C(=O)NCC2CCCN2S(=O)(=O)c2cc(C)ccc2C)cc1 (stereo not given)	1	-5	21	9	17	3	4
Cc1cc(C(=O)N2CCCC2(C)C(=O)O)c(C)o1 (stereo not given)	4	-2	23	3	1	-7	/
O=C(C[C@@H]1C[C@H]2c3cc(NC(=O)NC4CCCC4)ccc3O[C@H]2[C@@H](CO)O1)NCc1ccncc1	0	-1	14	-8	3	-5	2
COc1ccc2oc(C(=O)Nc3nccs3)c(C)c2c1	-3	-3	-77	/	7	-34	-5
CCN(CC)CCCNC(=S)N(Cc1cccnc1)Cc1cc2cc(C)ccc2[nH]c1=O	-3	0	3	5	-8	4	-12
Cc1ccc(-n2nc3c(c2NC(=O)c2cccs2)CS(=O)(=O)C3)c(C)c1	8	0	8	4	2	/	3
OCC1(Cc2cccc(Cl)c2)CCCN(Cc2ccc3cc(F)ccc3n2)C1 (stereo not given)	13	-6	16	31	-2	8	-1
Cc1ccc(Cl)cc1C1=CC(=O)C[C@H](c2ccc(F)cc2)C1	-13	-6	6	15	1	10	-3
O=C(CN1C(=O)c2ccccc2S1(=O)=O)Nc1cccc(S(=O)(=O)N2CCOCC2)c1	2	-3	-7	-2	3	-2	1
C[C@@H]1CN([C@H](C)CO)C(=O)c2cc(-c3cccc(F)c3)cnc2O[C@@H]1CN(C)C	8	22*	-7	/	0	-9	-3
CN1CCN(c2ccc(S(=O)(=O)N3CCCCC3)cc2NC(=O)CCc2ccccc2)CC1	0	-1	7	-15	-3	-4	1
COC1OC(c2ccccc2)=C(c2cnc(N)nc2)c2ccc(F)cc21 (stereo not given)	5	0	-11	1	0	-3	/
CC(C)CCN1CCN=C1Nc1ccccc1	-2	-1	0	4	3	2	-4
Cc1ccc(C(=O)Nc2cccc3cccnc23)cc1Br	0	-2	-49	-20	0	-33	/
COc1cc(/C=C(\C#N)C(=O)NCC2CCCO2)ccc1OCC(N)=O (stereo not given)	-10	0	8	0	-1	5	-2
C[C@H](CO)N1C[C@H](C)[C@@H](CN(C)Cc2ccc(-c3ccccc3)cc2)Oc2c(NC(=O)Nc3ccc4c(c3)OCO4)cccc2C1=O	2&-19	-2&0	-6&40	-14	-5&2	-6&-23	-6&3
COc1ccc(NC(=O)N2CCCCC2c2cccnc2)cc1 (stereo not given)	-6	-2	-4	-10	-4	7	1
C=CCNC(=O)[C@H]1[C@@H]2C(=O)O[C@@H](c3ccccc3)[C@@H](c3ccccc3)N2[C@@H](c2ccc(O)cc2)[C@]12C(=O)Nc1ccc(C#CCCO)cc12	-8	4	/	-58	-5	-2	20
COc1ccc2c3c([nH]c2c1)[C@@H](CO)N(C(=O)NC(C)C)CC31CCN(C(=O)c2ccccn2)CC1	-14	-1	-9	/	1	-2	/
CCCC(=O)N1CCC(O)(c2cccc(F)c2)CC1	-1	-1	1	12	/	-5	5
COc1ccc(CC(=O)NNC(=O)c2ccco2)cc1	16	-3	3	-14	-1	-3	2
C/C=C/c1ccc([C@H]2[C@H](CO)N(C(=O)CC)[C@H]2CNC(=O)C2CC2)cc1	0	6	16	-9	-2	-5	-7
CC(C)c1ccc(CC(=O)N2CCC2(C)C(=O)NCC(C)(C)C)cc1 (stereo not given)	-3	/	4	-4	1	0	/
O=C(COC(=O)CCNS(=O)(=O)c1ccc(Cl)cc1)Nc1ccccc1OC(F)F	1	1	6	/	1	-1	-1
C[C@@H]1CN([C@@H](C)CO)C(=O)Cc2cc(NS(=O)(=O)c3ccc(F)cc3)ccc2O[C@@H]1CN(C)Cc1ccncc1	/	/	1	23	/	6	/
CCN1C[C@@H]2[C@@H]3C(=O)N(C)C(=O)[C@@H]3[C@](C)(C1=O)N2C(=O)c1ccccc1	-5	1	-11	-3	0	3	-4
CC(C)(C)c1ccc(NC(=O)COC(=O)c2ccc3ncsc3c2)cc1	7	0	/	-23	-2	7	1
COc1cc2nc(NC(=O)c3ccco3)sc(=O)c2cc1OC	1	-1	19	-7	2	-2	-9
COC(=O)c1cc(CNC(=O)c2ccccc2Cl)ccc1OC	-9	-1	/	1	-4	-5	/
Cc1ccc2nc(C)cc(Cl)c2c1	/	-8	0	7	-2	-4	/
COc1ccccc1CNC(=O)C[C@H]1C[C@@H]2c3cc(NC(=O)C4CCC4)ccc3O[C@@H]2[C@@H](CO)O1	2	5	32	16	0	6	/
O=C(N[C@H]1CC[C@@H](CCNS(=O)(=O)c2ccc(Cl)cc2)O[C@@H]1CO)c1cccc(F)c1	-8	-1	1	15	-8	0	-8

Compound profiles, as listed above:
Results for `CC(C)c1ccc(CC(=O)N2CCC2(C)C(=O)NCC(C)(C)C)cc1` (stereo not given) : DENV2 CPE rescue: -3; SIRT5 block: /; LGR2 antag: 4; PAX8 inh HTS: -4; CASP6 VEID inh: 1; EWS-Fli block: 0; ARNT-TACC3 inh: /
Results for `COc1ccccc1CNC(=O)C[C@H]1C[C@@H]2c3cc(NC(=O)C4CCC4)ccc3O[C@@H]2[C@@H](CO)O1` : DENV2 CPE rescue: 2; SIRT5 block: 5; LGR2 antag: 32; PAX8 inh HTS: 16; CASP6 VEID inh: 0; EWS-Fli block: 6; ARNT-TACC3 inh: /

The list goes on:
SMILES	DENV2 CPE rescue	SIRT5 block	LGR2 antag	PAX8 inh HTS	CASP6 VEID inh	EWS-Fli block	ARNT-TACC3 inh
O=C(Nc1ccc(-c2ccccc2)cc1)[C@@H]1[C@@H](CO)[C@@H]2Cn3c(cccc3=O)[C@H]1N2Cc1cccnc1	-4	2	-4	-2	-2	0	5
O=C(N/N=C/c1cccc(O)c1)c1ccccc1O	-4	2	-32	-26	49*	-38	7
C[C@H]1CN([C@@H](C)CO)S(=O)(=O)c2ccc(C#Cc3cccc(F)c3)cc2O[C@H]1CN(C)CC1CC1	-3	-4	7	65*	-2	-14	13
OC[C@H]1[C@H](c2ccc(-c3ccccc3)cc2)[C@H]2CN(Cc3ccccn3)CCCCN21	-5	0	1	-5	2	18	/
Cc1cc(NCC(=O)Nc2ccc(C)c(S(=O)(=O)N3CCOCC3)c2)ccc1Br	-8	/	-16	20	-2	10	/
CC(C)CC(=O)NC(Nc1ccc([N+](=O)[O-])cc1)C(Cl)(Cl)Cl (stereo not given)	/	/	7	23	/	/	-24
O=C(Nc1ccc(O)c2c(=O)cc(-c3cccc(Cl)c3)oc12)c1ccc(F)cc1	-10	/	0	-3	5	3	-11
CC(C)C1N(C(=O)CN2CCCCC2)CCN1S(=O)(=O)c1ccccc1 (stereo not given)	15	-5	-16	-2	-3	15	1
C[C@H]1CCC[C@@]2(O[C@H](CCO)C[C@@H](O)[C@@H]2O)O1	-12	/	4	-3	0	-7	-19
CCOC(=O)c1cc(-c2cccs2)nc2c1c(C)nn2-c1ccccn1	10	-4	1	3	8	-6	2
O=C1CN(C(=O)COC(=O)Cc2ccccc2F)c2ccccc2N1	4	-2	5	6	5	3	-3
O=C(COC(=O)Cc1c(Cl)cccc1Cl)NC1CCCC1	1	-2	7	-6	-1	-5	-3
O=C(Nc1cccc(OCC(=O)N2CCOCC2)c1)c1cccc([N+](=O)[O-])c1	2	-1	-10	15	-1	-4	-2
COC(=O)[C@@]1(CCS(=O)(=O)c2ccccc2)N=C(c2ccc(OCCCO)cc2)O[C@H]1c1ccccc1CN=[N+]=[N-]	22*	1	/	4	2	13	/
COc1ccc(CC(=O)Nc2sc3c(c2C(N)=O)CCCC3)cc1	-2	0	0	6	-1	-11	0
CO[C@@H]1CN(C)C(=O)c2ccc(NS(C)(=O)=O)cc2OC[C@@H](C)N(CC2CC2)C[C@@H]1C	4	-1	12	5	4	1	0
Cn1cccc1/C=C1\Cc2ccccc2C1=O	-7	0	-77	-106	0	-82	-12
COc1ccc(-n2cc(-c3ccc(Cl)cc3)[nH]c2=S)cc1	1	0	-75	-120	-2	-27	-3
CCOC(=O)C(C)Oc1ccc(NC(=O)C(Cl)Cl)cc1 (stereo not given)	-4	-2	/	1	-1	4	-5
CCOC(=O)C(=CNc1ccc(NC2=NCC(C)(C)S2)cc1)C(=O)OCC	4	-1	14	-13	0	-9	-2
Cc1ccc(S(=O)(=O)n2ccnc2)cc1C	-6	/	-9	9	-3	-2	-6
CC(=O)Nc1ccc2c(c1)C(=O)N(C)[C@H]1CC[C@H](CC(=O)Nc3cccc(F)c3)O[C@@H]1CO2	14	0	-17	/	-3	/	/
CN(C)C(=O)c1cccc(-c2ccc([C@H]3[C@@H](C#N)N(C(=O)C4CCC4)[C@@H]3CO)cc2)c1	8	-1	-6	12	1	4	-18
COc1ccc(C)cc1NC(=O)CC1COc2ccccc2O1 (stereo not given)	-7	-4	21	-3	2	10	-3
O=C(/C=C/c1cn(-c2ccccc2)nc1-c1cccnc1)c1ccco1	-2	-1	48	37	4	37	3
CC(C)(C)OC(=O)N1CCC(CNC(=O)c2ccc(F)cc2)CC1	2	6	1	-23	13	-2	-2
CC(=O)OC1CC(c2cc(C(C)(C)C)c(O)c(C(C)(C)C)c2)=NO1 (stereo not given)	-2	9	-22	9	-1	6	6
C[C@@H](NC(=O)C[C@H]1CC[C@@H](NC(=O)C2CC2)[C@@H](CO)O1)c1ccccc1	-3	-3	18	-1	1	-3	8

SIRT5 block: hit marks shown above
smiles	SIRT5 block	LGR2 antag	CASP6 VEID inh	ARNT-TACC3 inh
C[C@@H]1CN([C@H](C)CO)C(=O)c2cc(-c3cccc(F)c3)cnc2O[C@@H]1CN(C)C	22*	-7	0	-3
